12-LOX inh: ALOX12 (human) lipoxygenase inhibition. P18054. purified 12hLO, xylenol orange hydroperoxide absorbance. Potency, µM (titrated, usually from 108 µM), for the others: at the highest dose activity change, negative = inhibition, most hits filed as inhibitors. 580,000 compounds, 1.1% hits. AID 1671190; further: on the % scale 0 is the no-effect control and ±100 the full control effect
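Hydroperoxide product was detected by ferrous iron/xylenol orange as the 573 to 405 nm absorbance ratio. Arachidonic acid at 40 uM (final) was turned over for 30 min at room temperature by 150 nM human 12hLO, pH 7.0 Hepes buffer, after 15 min compound preincubation.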
GLS inh: blocks human kidney-isoform glutaminase activity; O94925; GLS enzymatic activity, qHTS titration; Potency, µM (top dose mostly 45.5 µM), for inactives: at the top dose activity change, negative = inhibition, actives largely listed as inhibitors; 410,000 compounds, 0.21% hits; AID 624170; further: on the % scale 0 is the no-effect control and ±100 the full control effect
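Two-point fluorescence kinetic (t0, 30 min RT) for hKGA; glutamate detected via glutamate oxidase–HRP–Amplex Red. Substrate: 1 mM L-glutamine solution; buffer 45 mM KH2PO4, pH 8.2.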
RGS4 inhibitor: human RGS4 inhibition. P49798. Transcreener GDP fluorescence polarization, RGS4-accelerated GTP hydrolysis. Potency, µM (doses to about 114 µM), without a hit: at the highest dose activity change, negative = inhibition, actives largely listed as inhibitors. 390,000 compounds, 0.039% hits; further: on the % scale 0 is the no-effect control and ±100 the full control effect; nearly all actives have a fitted effect of over 75% in size; some results filed as inactive show a strong effect at the top dose
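MLSMR compounds (23 nl, pin-transferred) preincubated 10 min at room temperature with a 500nM (2x) first reagent, then RGS4 at 900nM (2x) plus Transcreener GDP mix added; fluorescence polarization (620/688 nm) read before and after 90 min at 30 °C.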
Pin1 inhibitor: human Pin1 inhibition; Pin1 FP peptide displacement, HiFluor488, 10 min; Potency, µM (highest dose often 115 µM), without a hit: top-dose activity, negative = inhibition, most hits filed as inhibitors; 390,000 compounds, 0.009% hits; AID 504891; active means well fitted inhibition curve with a large enough effect in the polarisation, with a control signal flat, not every such curve was filed as active; inconclusive means small, poorly fitted or top-dose-only effect, or effect the other way, or a change in a side signal; inactive means no such curve, though single readings can be large or run the other way; the % refers to the polarisation; further: on the % scale 0 is the no-effect control and ±100 the full control effect
TrxR1 inh: blocks rat thioredoxin reductase 1; recombinant rTrxR1, NADPH fluorescence consumption, selenite substrate; 390,000 compounds, 1% hits; O89049; Potency, µM (series often up to 114 µM), for inactives: at the highest dose activity change, negative = inhibition, most hits filed as inhibitors; further: on the % scale 0 is the no-effect control and ±100 the full control effect; nearly all actives have a fitted effect of over 65% in size
Target sequence (O89049 whole entry, looked up): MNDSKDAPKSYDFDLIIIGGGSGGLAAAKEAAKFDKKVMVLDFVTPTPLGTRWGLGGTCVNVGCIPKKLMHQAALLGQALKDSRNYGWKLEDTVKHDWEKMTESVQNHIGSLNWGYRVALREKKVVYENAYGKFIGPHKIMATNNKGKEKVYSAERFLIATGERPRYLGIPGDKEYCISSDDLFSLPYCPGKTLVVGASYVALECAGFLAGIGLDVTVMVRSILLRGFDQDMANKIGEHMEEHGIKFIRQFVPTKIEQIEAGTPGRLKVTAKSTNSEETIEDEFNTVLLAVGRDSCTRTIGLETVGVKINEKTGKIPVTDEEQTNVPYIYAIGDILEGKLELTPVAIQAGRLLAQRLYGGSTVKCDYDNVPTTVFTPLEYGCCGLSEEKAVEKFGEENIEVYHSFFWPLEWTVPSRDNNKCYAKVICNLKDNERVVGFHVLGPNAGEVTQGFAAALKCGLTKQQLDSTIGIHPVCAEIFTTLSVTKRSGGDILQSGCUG
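Rat TrxR1 (90 nM in the dispensed reagent) was pre-reduced with 400 uM NADPH for 5 min at room temperature, then incubated with compound for 15 min. After 400 uM selenite was added, NADPH fluorescence (Ex 340/Em 450 nm) was followed for 8 min.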
ERG Ets-DNA blk: ERG Ets/DNA interaction inhibition. Potency, µM (series often up to 76.9 µM), for inactives: top-dose FP activity, negative = inhibition, hits mostly inhibitors. fluorescence polarization, His-ERG Ets domain / labelled DNA. 370,000 compounds, 0.028% hits. P11308. AID 624246; active means well fitted inhibition curve with a large enough effect in the polarisation, with a control signal flat; inconclusive means small, poorly fitted or top-dose-only effect, or effect the other way, or a change in a side signal; inactive means no such curve, though single readings can be large or run the other way; the % refers to the polarisation;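 further: polarization taken with two DNA probes labelled with fluorescein and Texas red; % of control where 0% means no effect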
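His-tagged ERG Ets domain (1 uM in the protein solution; 300mM KCl, 50mM Tris-HCl, 1mM EDTA, 1mM DTT, pH 7.5) received compound, then a probe mix of 5 nM fluorescein-DNA and 100nM Texas-615-DNA. Fluorescence polarization was read for both dyes.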
Tb PGK inh: inhibitors of T. brucei phosphoglycerate kinase; PGK/GAPDH coupled, Kinase-Glo luminescence, 60 min; 380,000 compounds, 0.043% hits; P07378; Potency, µM (titrated, usually from 57.5 µM), inactives show top-dose activity change, negative = inhibition, actives largely listed as inhibitors; further: on the % scale 0 is the no-effect control and ±100 the full control effect; nearly all actives have a fitted effect of over 60% in size
Target sequence (P07378 whole entry, looked up): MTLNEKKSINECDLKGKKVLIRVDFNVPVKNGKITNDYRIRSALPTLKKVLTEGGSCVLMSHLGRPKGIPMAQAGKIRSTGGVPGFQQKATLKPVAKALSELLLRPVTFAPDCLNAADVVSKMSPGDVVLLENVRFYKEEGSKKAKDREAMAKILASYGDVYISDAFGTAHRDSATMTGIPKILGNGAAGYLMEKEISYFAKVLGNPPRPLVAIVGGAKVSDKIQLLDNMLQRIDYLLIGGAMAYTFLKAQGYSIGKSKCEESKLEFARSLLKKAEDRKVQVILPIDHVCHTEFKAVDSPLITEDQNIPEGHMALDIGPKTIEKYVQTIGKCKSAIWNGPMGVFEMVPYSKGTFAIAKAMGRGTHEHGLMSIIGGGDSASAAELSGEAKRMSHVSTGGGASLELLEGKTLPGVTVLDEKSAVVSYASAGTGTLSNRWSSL
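Luminescent ATP detection (Kinase-Glo Plus) follows a 60-minute room-temperature incubation, with wells lacking PGK as controls. Buffer: 100 mM TEA (pH 7.6), 5 mM MgCl2, 0.01% Tween-20. Coupling enzyme GAPDH (100 nM final) supplies unstable 1,3-BPG in-well.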
JMJD2A Tudor: inhibitors of human JMJD2A Tudor domain; AID 504339; Potency, µM (series often up to 114 µM), without a hit: at the highest dose activity change, negative = inhibition, hits mostly inhibitors; O75164; AlphaScreen JMJD2A-Tudor / H3K4me3 peptide binding; 390,000 compounds, 4.4% hits; further: on the % scale 0 is the no-effect control and ±100 the full control effect; nearly all actives have a fitted effect of over 50% in size
HP1b binding inh: HP1-beta chromodomain-methylated histone interaction inhibition. Potency, µM (titrated, usually from 114 µM), inactives show at the top dose activity change, negative = inhibition, actives largely listed as inhibitors. AlphaScreen HP1-beta / biotin-H3K9me3 peptide binding. 390,000 compounds, 0.56% hits. P83916; further: nearly all actives have a fitted effect of over 70% in size; inactives centre near 23
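AlphaScreen: HP1-beta (50 nM) preformed 30 min with biotin-H3(1-18)K9me3 peptide (50 nM) in PBS pH 7.4, 0.01% Tween-20. Compound added for 30 min at RT, then streptavidin donor/nickel chelate acceptor beads (10 ug/mL) for 30 min.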
* marks the source's active call; other numbers are inactive results; i = inactive; ? = inconclusive; . = no result given; [ ] = dose if it differs, or a comment. Unless noted, the call rests on the fitted dose curve; in most records, active means well fitted curve in the direction sought with a large enough effect; inconclusive means small, poorly fitted or top-dose-only effect, or another doubt; inactive means no such curve, though single readings can be large; an effect the other way counts as inactive or inconclusive. Potency means the concentration at half of the fitted maximal effect. A portion of the library; count on the stated rates, not on these rows.

SMILES	12-LOX inh	GLS inh	RGS4 inhibitor	Pin1 inhibitor	TrxR1 inh	ERG Ets-DNA blk	Tb PGK inh	JMJD2A Tudor	HP1b binding inh
Cc1ccc(C)c(N2C(=O)CC(Cc3ccc(Br)cc3)C2=O)c1 (stereo unspecified)	-13%	-7%	0%	-7%	7%[57.1 µM]	1%	i	-5%	31%
CC(Sc1ccc(Cl)cc1)C(=O)NNC(=O)c1ccncc1 (stereo unspecified)	-1%	10%	-1%	-6%	18%	-4%	-1%	18%	49%[activator]
COC(=O)C1CCN(C(=O)COC(=O)CCc2nc3ccccc3c(=O)[nH]2)CC1	-4%	6%	18%	-3%	10%	4%	6%	-2%	25%
COc1ccc(NC(=S)N(CCCN2CCCC2)Cc2cccn2Cc2ccc(Cl)cc2)cc1Cl	0%	7%	-32%	0%	19%	-2%	-6%	?	-9%
O=C1CCC(C(=O)Nc2ccccc2)N1 (stereo unspecified)	-19%	-16%	-19%[11.4 µM]	-2%	8%	4%	-6%	1%[11.4 µM]	59%[activator]
Cc1cc(N2CCN(C)CC2)nc2ccc(NC(=O)Nc3ccc(Cl)cc3)cc12	?	-1%	-21%	3%	13%	-2%	-7%	5%	48%[activator]
CCOC(=O)c1ccc(NC(=S)NC2CC(C)(C)NC(C)(C)C2)cc1	-18%	-2%	2%	-1%	?	9%	-3%	-18%	23%
CCN1CCN(Cc2ccccc2NC(=O)Nc2ccc(C)cc2)CC1	0%	3%	-4%	-7%	22%[57.1 µM]	-16%	0%	8%	32%
O=C(CCCCCn1c(=S)[nH]c2ccc(N3CCOCC3)cc2c1=O)NCc1ccc2c(c1)OCO2	-15%	-8%	-15%	37%[activator]	15%[57.1 µM]	13%	-11%	-7%	21%
Cc1ccc(C(=O)NC(=S)NNC(=O)c2ccccc2[N+](=O)[O-])cc1	32µM*	-10%	?	-13%	-27%[57.1 µM]	-15%	2%	56µM*	-26%
O=C(CSc1nnc(-c2cccc(S(=O)(=O)N3CCCCC3)c2)o1)NCCC1=CCCCC1	-26%	-4%	-23%	0%	17%	11%	-3%	-36%[57.1 µM]	-11%
O=C(CSc1nnc(-c2ccc3c(c2)OCO3)o1)Nc1ncc(C(F)(F)F)cc1Cl	434%[activator]	3%	3%	24%	19%[11.4 µM]	7%	-2%	-12%	29%
CCN1CCc2c(sc(NC(=O)c3ccc(S(=O)(=O)N(C)CC4CCCO4)cc3)c2C(N)=O)C1 (stereo unspecified)	-24%	13%	1%	20%	18%	5%	-7%	-10%	-4%
CC1CCN(C(=O)CN2C(=O)C(=O)N(C(C)C)C2=O)c2ccccc2S1 (stereo unspecified)	180%[activator]	-1%	5%	-10%	8%	-6%	-5%	-14%	?
CCN(CC)S(=O)(=O)c1ccc(NC2CCCc3ccccc32)nc1 (stereo unspecified)	0%	-16%	-1%	44%[activator]	11%	-12%	-6%	-9%	69%[activator]
Cc1ccccc1OC(C)C(=O)N1CCN(c2ccccn2)CC1 (stereo unspecified)	-14%	-16%	11%	0%	-8%	3%	i	-14%	13%
O=C(OCc1ccccc1F)c1cnc(Cl)c(Cl)c1	-8%	-6%	14%	-11%	27%	6%	i	251%[activator]	266%[activator]
COc1ccc(CN=CC2=C(O)CNC2=O)cc1OC	-8%	9%	-50%	6%	-3%[57.1 µM]	-2%	i	-12%	13%
COCCNC(=O)c1cccc(OC2CCN(Cc3ccccc3OC(F)F)CC2)c1	80%[activator]	0%	-5%	-5%	13%	-9%	4%	-1%	45%[activator]
COc1ccccc1CCNC(=O)CSc1nnc2ccc(-c3ccncc3)nn12	93%[activator]	-9%	17%[11.4 µM]	-4%	28%	7%	-3%	-4%[11.4 µM]	58%[activator]
COc1cccc(C(=O)Nc2nnc(CCS(=O)(=O)c3ccc(C)cc3)s2)c1	15%	2%	-23%	1%	8%	13%	0%	-11%	47%[activator]
CCCNC(=O)CSc1n[nH]c(=O)n1CCc1ccccc1	0%	1%	-5%	-6%	13%	-2%	-8%	-11%	28%
Cc1ccc(N(CC(=O)Nc2cc(C)cc(C)c2)S(=O)(=O)c2c(C)noc2C)cc1	31%[activator]	-19%	-26%[56.9 µM]	23%	47%	9%	-3%	-29%	12%
CCOC(=O)C(C)n1nc(C)c2sc3ccccc3c2c1=O (stereo unspecified)	-8%	-7%	3%	4%	-1%	-1%	4%	-4%	24%
C/C(=N/NC(=O)c1ccco1)c1ccc(NC(=O)c2ccc(F)cc2)cc1	0%	1%	-16%	7%	3%	.	-8%	-12%	42%[activator]
CCS(=O)(=O)c1ccc(O)c(NC(=O)Nc2ccccc2)c1	-10%	38%[activator]	0%	-9%	20%	-3%	-3%	-15%	4%
Cc1cc2nc3c(nc2cc1C)C1(C(=O)N(C)C)CCC3(C)C1(C)C (stereo unspecified)	1%	-5%	-28%	-2%	-21%	5%	i	-17%	35%
Cc1csc(NC(=O)c2ccc(S(C)(=O)=O)cc2)n1	16%	-7%	-18%	-1%	29%[57.1 µM]	-8%	0%	-16%	25%
O=C(CN1C(=O)c2cccc([N+](=O)[O-])c2C1=O)N1CCN(S(=O)(=O)c2ccccc2)CC1	44%[activator]	-2%	-4%	-2%	-4%	-6%	0%	9%	26%
Cc1cccc(C)c1N=Cc1c(C(F)(F)F)[nH][nH]c1=O	5%	-4%	6%	1%	11%	-20%	-4%	-5%	27%
CC(=O)Nc1ccc(S(=O)(=O)N(C)CC(=O)N(C)Cc2sccc2C)cc1	203%[activator]	-13%	-41%	-5%	2%	-1%[15.4 µM]	i	-11%	29%
COc1ccc(NC(=O)CC2SC(N3CCOCC3)=NC2=O)c(OC)c1 (stereo unspecified)	-6%	?	-14%	-11%	-21%	-2%	-13%	-22%	-1%
Cn1c(=O)[nH]c(=O)c2c1nc1n2CCCN1Cc1ccccc1	-27%	8%	6%	-3%	19%	-6%	9%	-6%	27%
CCOc1ccccc1N(C)C(=O)c1nn(-c2ccc(C)cc2)c(=O)c2c1c1ccccc1n2C	-12%	-6%	3%	-7%	14%	1%	.	-15%	50%[activator]
O=c1cc(CSc2nc(NCc3ccc(Cl)cc3)c3ccccc3n2)nc2ccc(Cl)cn12	16%	4%	26%	9%	29%	13%	1%	-3%	28%
O=C1c2ccccc2C(Nc2ccc3c(c2)OCO3)N1Cc1ccc2c(c1)OCO2 (stereo unspecified)	-22%	-2%	-43%	0%	2%[57.1 µM]	13%	-6%	45µM*	?
O=c1[nH]c2cc(Cl)c(Cl)cc2o1	-3%	-12%	-26%	0%	1%[11.4 µM]	-1%	i	-3%	32%
COc1ccccc1C(CNC(=O)c1ccc(C)c(S(=O)(=O)N2CCCCC2)c1)N1CCCC1 (stereo unspecified)	4%	4%	6%	13%	3%[57.1 µM]	10%	0%	-25%	10%
Cc1cc(C(=O)N/N=C/c2ccc(N(C)C)o2)cs1	241%[activator]	-11%	?	27%	14µM*	-1%	-10%	-19%	3%
CCOC(=O)n1c(=O)n(Cc2ccc(Cl)cc2Cl)c2ccccc21	?	-4%	-28%	2%	15%[57.1 µM]	-9%	-8%	11%	57%
COc1ccc(C2Nc3ccccc3C(=O)N2c2ccccc2)cc1COc1ccccn1 (stereo unspecified)	2%	2%	9%	3%	30%	.	-5%	-7%	16%
COCCN(C(=S)Nc1cc(C)ccc1C)C(C)c1cccnc1 (stereo unspecified)	0%	-10%	-19%	0%	-9%	-16%	-2%	6%	35%

8 compounds already listed, arranged by SMILES length, high to low.
SMILES	12-LOX inh	GLS inh	RGS4 inhibitor	Pin1 inhibitor	TrxR1 inh	ERG Ets-DNA blk	Tb PGK inh	JMJD2A Tudor	HP1b binding inh
O=c1cc(CSc2nc(NCc3ccc(Cl)cc3)c3ccccc3n2)nc2ccc(Cl)cn12	16%	4%	26%	9%	29%	13%	1%	-3%	28%
COc1ccc(C2Nc3ccccc3C(=O)N2c2ccccc2)cc1COc1ccccn1 (stereo unspecified)	2%	2%	9%	3%	30%	.	-5%	-7%	16%
Cc1cc2nc3c(nc2cc1C)C1(C(=O)N(C)C)CCC3(C)C1(C)C (stereo unspecified)	1%	-5%	-28%	-2%	-21%	5%	i	-17%	35%
COc1ccccc1CCNC(=O)CSc1nnc2ccc(-c3ccncc3)nn12	93%[activator]	-9%	17%[11.4 µM]	-4%	28%	7%	-3%	-4%[11.4 µM]	58%[activator]
COc1ccc(NC(=O)CC2SC(N3CCOCC3)=NC2=O)c(OC)c1 (stereo unspecified)	-6%	?	-14%	-11%	-21%	-2%	-13%	-22%	-1%
CCOC(=O)C(C)n1nc(C)c2sc3ccccc3c2c1=O (stereo unspecified)	-8%	-7%	3%	4%	-1%	-1%	4%	-4%	24%
O=C(OCc1ccccc1F)c1cnc(Cl)c(Cl)c1	-8%	-6%	14%	-11%	27%	6%	i	251%[activator]	266%[activator]
O=C1CCC(C(=O)Nc2ccccc2)N1 (stereo unspecified)	-19%	-16%	-19%[11.4 µM]	-2%	8%	4%	-6%	1%[11.4 µM]	59%[activator]
